DT40 TDP1 no CPT = qHTS for Inhibitors of human tyrosyl-DNA phosphodiesterase 1 (TDP1): qHTS in cells in absence of CPT | DT40 Tdp1-/- hTDP1 cells, no CPT, ATP luminescence, 48 h | Potency, µM (doses to about 46.2 µM), inactives show top-dose activity change, negative = growth inhibition, actives largely listed as inhibitors | 15% of 420,000 active; also: nearly all actives have a fitted effect of over 55% in size
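Camptothecin absent (DMSO only). Human TDP1-complemented DT40 knockout cells, 400 cells/well, 37 °C for minimum 48 hr; ATP measured via CellTiter-Glo, 30 min dark incubation, luminescence.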
TDP1 inh = inhibitors of human tyrosyl-DNA phosphodiesterase TDP1. Q9NUW8. recombinant TDP1, AlphaScreen DNA substrate cleavage. Potency, µM (top dose mostly 130 µM), for the others: at the top dose activity change, negative = inhibition, usual class: inhibitors. 0.28% of 350,000 active; also: nearly all actives have a fitted effect of over 40% in size
Target sequence (Q9NUW8 whole entry, looked up): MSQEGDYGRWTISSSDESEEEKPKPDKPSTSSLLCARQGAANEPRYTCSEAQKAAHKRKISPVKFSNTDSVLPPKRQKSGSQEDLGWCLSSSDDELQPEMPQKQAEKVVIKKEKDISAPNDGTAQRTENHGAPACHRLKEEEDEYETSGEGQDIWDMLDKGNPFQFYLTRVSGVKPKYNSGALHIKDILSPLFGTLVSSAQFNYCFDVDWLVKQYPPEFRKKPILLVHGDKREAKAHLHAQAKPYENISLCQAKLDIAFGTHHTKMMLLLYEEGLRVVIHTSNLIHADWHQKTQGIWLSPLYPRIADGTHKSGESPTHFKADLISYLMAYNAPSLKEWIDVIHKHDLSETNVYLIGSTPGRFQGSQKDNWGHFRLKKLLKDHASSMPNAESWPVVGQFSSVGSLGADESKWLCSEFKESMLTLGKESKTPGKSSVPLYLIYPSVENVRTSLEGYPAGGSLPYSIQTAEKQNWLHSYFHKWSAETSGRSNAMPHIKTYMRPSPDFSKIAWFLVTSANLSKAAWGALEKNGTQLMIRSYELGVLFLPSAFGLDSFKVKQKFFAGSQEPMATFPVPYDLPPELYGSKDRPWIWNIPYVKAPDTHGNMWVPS
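Compounds were preincubated with Tdp1 (1 nM final) for 15 min at room temperature before substrate (15 nM final) started a 5 min reaction; beads (10 ug/ml final) were then added for 10 min before AlphaScreen detection.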
DT40 TDP1 CPT = DT40-hTDP1 cell growth loss with CPT; chicken DT40 Tdp1-/-;hTDP1 cells + 20 nM CPT, ATP luminescence, 48 h; Potency, µM (highest dose often 46.2 µM), for the others: at the highest dose activity change, negative = growth inhibition, most hits filed as inhibitors; 12% of 420,000 active; also: nearly all actives have a fitted effect of over 55% in size
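Chicken DT40 Tdp1-/- cells complemented with human TDP1, 400 cells/well, exposed to compounds plus 20 nM camptothecin for at least 48 h at 37 C; viability read as ATP content by CellTiter-Glo luminescence.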
Active calls of the source: *; ? = inconclusive; / = not tested or not shown; & = joins results of further samples; [ ] = remark or other dose. Calls follow the shape of the dose curve; as a rule, active = well fitted curve in the direction sought with a large enough effect; inconclusive = small, poorly fitted or top-dose-only effect, or another doubt; inactive = no such curve, though single readings can be large; an effect the other way counts as inactive or inconclusive. % is scaled to controls: 0 for no effect and ±100 for the full control effect; potency is read from the fitted curve at half-maximal effect.

SMILES	DT40 TDP1 no CPT	TDP1 inh	DT40 TDP1 CPT
Cc1ccc(CNC(=O)OC2CC3CC2[C@H]2CCCCN2C3=O)cc1 (stereo not given in full)	-30.0%	/	-16.5%
C[C@@H]1CCCCO[C@@H](CN(C)S(=O)(=O)c2cn(C)cn2)[C@@H](C)CN([C@H](C)CO)C(=O)c2cc(N(C)C)ccc2O1	1.7%	/	-1.7%
CC(C)c1ccc(NC(=O)CCNS(=O)(=O)c2ccc3c(c2)oc(=O)n3C)cc1	-26.8%	3.8%	-27.9%
COc1ccc(N(CC(=O)NCCOc2ccccc2)S(=O)(=O)c2ccc(C)cc2)cc1	20.6µM*	/	?
CN(C)C(=O)C1C2NC(=S)N(c3cccc(Cl)c3)C1(C)Oc1ccc(Cl)cc12 (stereo not given)	-24.4%	5.4%	-16.8%
COc1ccc(Nc2nc3c(C)cccn3c(=O)c2C=O)cc1	9.7%	/	-14.3%
Cc1ccccc1N1CCN(C2CCCN(C(=O)CCc3c(C)noc3C)C2)CC1 (stereo not given)	23.1µM*	0.9%	?
COc1cccc(CC(=O)N2CCCC(CO)(Cc3ccc(F)cc3F)C2)c1 (stereo not given)	?	/	-4.1%
NCCCC[C@@H]1NC(=O)c2cc([N+](=O)[O-])cc(I)c2SC[C@@H](C(=O)NCC(N)=O)NC(=O)CNC1=O	19.3%	-5.3%	4.2%
CNC(=O)CC1C(=O)N(c2ccc(Cl)cc2)C(=S)N1NC(=O)c1cccc(F)c1 (stereo not given)	-25.1%	/	3.9%
CCCCNC(=O)C1(c2ccc(OC)cc2)CCOCC1	5.0%	-1.9%[56.1 µM]	-11.8%
COc1cc(NC(=O)CSc2nc(-c3ccc(C(C)C)cc3)no2)cc(OC)c1	?	5.3%	-15.5%

Two compounds picked at random from those above:
SMILES	DT40 TDP1 no CPT	TDP1 inh	DT40 TDP1 CPT
COc1cccc(CC(=O)N2CCCC(CO)(Cc3ccc(F)cc3F)C2)c1 (stereo not given)	?	/	-4.1%
CC(C)c1ccc(NC(=O)CCNS(=O)(=O)c2ccc3c(c2)oc(=O)n3C)cc1	-26.8%	3.8%	-27.9%

Carrying on:
SMILES	DT40 TDP1 no CPT	TDP1 inh	DT40 TDP1 CPT
O=C(COC(=O)c1ccc(S(=O)(=O)NCc2ccco2)cc1)Nc1ccccc1OC(F)F	2.5%	5.2%	6.7%
Cc1ccc(S(=O)(=O)N2CCC(C(=O)OCC(=O)N(C)C3CCCCC3)CC2)cc1C	3.9%	/	-28.4%
CCOC(=O)C1(CC2CC2)CCN(Cc2ccc3cccc(F)c3n2)CC1	16.4µM*	2.6%	20.6µM*
COc1ccc(OC)c(NC(=O)CSc2nc3ccccc3c(=O)n2CC2CCCO2)c1 (stereo not given)	-5.7%	6.4%	-19.5%
Cc1csc(N/N=C/c2ccccc2F)n1	-10.5%	/	?
Nc1c(C(=O)OCC(=O)Nc2ccc(Cl)cc2[N+](=O)[O-])[nH]c(=O)[nH]c1=O	6.9%	/	0.5%
CCCS(=O)(=O)N1CCN(CC2CC3C=CC2C3)CC1 (stereo not given)	5.8µM*	-4.1%	-8.2%
CC(NCC(O)COc1ccc2ccccc2c1)c1ccccc1 (stereo not given)	16.4µM*	/	16.4µM*
CN(C)C(=O)N1CCCC(C(=O)NCCc2ccccc2)C1 (stereo not given)	3.4%	-6.2%	-19.0%
O=C(NNc1cccc(Cl)n1)c1ccccc1CC[N+](=O)[O-]	?	-2.6%	10.3µM*
Cc1ccc2cc3cc(C(=O)N4CCN(C(=O)c5ccco5)CC4)sc3nc2c1	?	2.6%	-7.8%
Cc1cc(C)c2cc(CN(CC3CCCO3)C(=S)NCc3ccco3)c(=O)[nH]c2c1 (stereo not given)	?	1.2%	?
COc1cccc(NC(=O)COC(=O)CCC2CCCC2)c1	-3.4%	-2.5%	15.8%
Cc1cn(C)c(CC(=O)NCc2ccccc2Cl)c1C(=O)O	1.7%	4.4%	4.5%
O=C(NC1CCSc2ccccc21)c1cccc([N+](=O)[O-])c1 (stereo not given)	-49.7%	4.6%	?
O=c1c2sc3ccccc3c2n(Cc2cccc(Cl)c2)c(=O)n1Cc1ccc(F)cc1	6.51µM*	6.4%	10.3µM*
O=C(Cc1ccc(OCC2CCCCC2)cc1)NO	11.2µM*	/	10µM*
CN1/C(=C/C(=O)COC(=O)CN2C(=O)C3CC=CCC3C2=O)C(C)(C)c2ccccc21 (stereo not given)	16.4µM*	/	?
COc1cc(C2C=C(C34CC5CC(CC(C5)C3)C4)NC(=S)N2)cc(OC)c1OC (stereo not given)	5.8µM*	7.8%	?
CCCOc1cccc(C2c3c(oc4ccc(F)cc4c3=O)C(=O)N2CCCN2CCOCC2)c1 (stereo not given)	2.3%	1.1%	-3.0%
CC1CC(C)CN(S(=O)(=O)c2ccc(NC(=O)c3ccc(=O)[nH]c3)cc2)C1 (stereo not given)	2.91µM*	-3.7%	3.26µM*
N#Cc1c(-c2ccccc2)nc(SCc2cccc(Cl)c2)[nH]c1=O	-18.2%	/	1.7%
COc1ccc(S(=O)(=O)C(C#N)c2nc3ccccc3nc2N2CCCCC2)cc1 (stereo not given)	-18.3%	10.5%	-17.1%
CC(=O)C1C(=O)C=C(c2cccs2)CC1c1ccccc1 (stereo not given)	?	0.0%	13.9%
COc1ccc(NC(=O)Cn2c(=O)oc3cc(S(=O)(=O)N4CCCCCC4)ccc32)cc1OC	13µM*	9.3%	16.4µM*
CC(C)CN(CC(C)C)c1nn[nH]n1	-16.9%	/	13.8%
O=C(COC(=O)c1n[nH]c(=O)c2ccccc12)Nc1ccccc1F	-17.6%	-0.5%	1.8%
C=CCN(c1ccccc1OC)S(=O)(=O)c1cccc(C(=O)OCC(=O)c2c[nH]c3ccccc23)c1	23.1µM*	1.1%	?
Cc1ccccc1NC(=O)C1CCN(S(=O)(=O)c2c(C)noc2/C=C/c2ccco2)CC1	-13.3%	2.3%	-5.5%
Cc1ccc(NC(=O)c2cc3nc(-c4ccccc4)cc(-c4ccccc4)n3n2)cc1	?	-0.4%[12.3 µM]	-26.7%
CC(C)Cc1nnc(NC(=O)C2CCN(C(=O)c3ccc(F)cc3)CC2)s1	-14.7%	/	-21.5%
Cc1cnc(C(=O)Nc2c(-c3ccccc3)[nH][nH]c2=O)cn1	2.1%	/	-0.2%
O=C(CSc1nc2ccccc2nc1Cc1ccc(Cl)cc1)N1CCCc2ccccc21	-29.2%	5.4%	-1.1%
COc1ccc(NC(=O)CC(C)S(=O)(=O)c2cc3c(cc2C)NC(=O)CO3)cc1OC (stereo not given)	2.4%	-9.9%	-1.0%
CCOc1ccccc1NC(=O)c1cn(C2CCCC2)c(=O)c2c1c1ccccc1n2C	9.2µM*	-5.0%	13µM*
CCOc1ccc(NC(=O)CNS(=O)(=O)c2c(C)cc(C)cc2C)cc1	?	4.1%[56.1 µM]	-23.4%
O=C1c2ccc(Cl)cc2S(=O)(=O)c2cccc(C(=O)N3CCC(Cc4ccccc4)CC3)c21	23.1µM*	5.8%	?
COc1ccc(-c2noc3c2-c2nc(-c4ccccc4C)sc2CC3)cc1	?	/	?
CC(C(=O)Nc1ccc(S(=O)(=O)N2CCOCC2)cc1)N1CCN(c2ccccn2)CC1 (stereo not given)	1.6%	3.5%	13.7%
CC(C)CCn1c(SCc2cccc(F)c2)nc2ccsc2c1=O	?	-2.5%	?
Cn1c(N)c(C(c2ccccc2)c2c(N)n(C)c(=O)n(C)c2=O)c(=O)n(C)c1=O	-16.3%	3.2%	7.8%
COc1cc2ccccc2cc1C(=O)Nc1ccc(N2CCN(C)CC2)cc1	?	5.2%	?
O=C(N1CCOCC1)N1c2ccccc2Sc2ccccc21	23.1µM*	4.8%	?
O=C(Nc1cccc2nsnc12)c1cccs1	-29.1%&-23.9%	2.4%&-1.0%	-26.7%&0.0%
COc1cc(NC(=O)CSc2nccc(=O)[nH]2)c(C)cc1[N+](=O)[O-]	-0.9%	6.0%	-3.0%
O=C1c2ccccc2C(=O)N1CCCc1nc(-c2ccccn2)no1	-9.1%	2.2%	-12.3%
O=C(Cc1ccon1)c1ccc(O)cc1O	17.8%	/	2.2%
Cc1cc(C)cc(NC(=O)CSc2nc3c([nH]c4ccccc43)c(=O)n2-c2ccc(F)cc2)c1	20.6µM*	0.0%	8.2µM*
CCn1c(=O)c2cc(C(=O)Nc3ccccc3OC)sc2c2ccccc21	20.6µM*	/	14.6µM*
COc1ccccc1C(=O)NC(=O)COC(=O)c1oc2ccccc2c1C	17.0%	-3.1%	1.8%
CN(CCC1CCOCC1)C(=O)CC1C(=O)NCCN1Cc1cccc(F)c1 (stereo not given)	-6.3%	3.7%	-1.9%
CCCn1c(N)c(N(CCOC)C(=O)CSCC(=O)Nc2cccc(C)c2)c(=O)[nH]c1=O	2.9%	-2.8%	1.9%
O=C(c1cc(Cl)ccc1F)N1CCCC(Nc2ccc3c(c2)OCCO3)C1 (stereo not given)	?	9.7%	?
COc1ccccc1N1C(=O)CC(Sc2ncccc2C(=O)O)C1=O (stereo not given)	8.1%	-2.4%	0.3%
O=C1CCC(C(=O)N2CCSCC2)CN1CCc1ccccc1 (stereo not given)	32.6%[activator]	-0.2%	-12.7%
Cc1cccc(C(=O)Nc2ccc3nc(SCC(=O)N4CCCC4)sc3c2)c1	16.4µM*	1.6%	?
CC(=O)N1CCN(c2ccccc2NC(=O)c2ccco2)CC1	1.3%	3.9%	2.6%
COc1cccc(C(=O)NC2(C(F)(F)F)N=C3SCCN3C2=O)c1 (stereo not given)	-7.6%	0.5%	0.3%
CCOc1ccc(Nc2nc(-c3cccnc3)cs2)cc1	-17.0%	3.4%	2.2%
CSc1c2c([nH]c(=O)c1C#N)-c1ccccc1CC2	-13.0%	/	-13.0%

(continued)
SMILES	DT40 TDP1 no CPT	TDP1 inh	DT40 TDP1 CPT
CC(C)(C)OC(=O)C[C@@H]1C/C=C\C[C@@H](CC(=O)NCCO)C(=O)NC[C@@H](c2ccccc2)OC1=O	-7.1%	-2.8%	1.2%
CCN1/C(=C/c2ccc3cc(C)ccc3[n+]2C)Sc2ccc3sccc3c21	0.581µM*	0.0%	0.411µM*
CCOC(=O)c1c(S(=O)(=O)NCC(=O)NCc2cccc(C)c2)c(C)n(C)c1C	10.6%&-5.3%	0.8%&6.4%	6.4%&-8.2%
CC(C)N(C(=O)CSc1nc2c([nH]1)c(=O)n(C)c(=O)n2C)c1ccccc1	-17.6%	1.0%	?
Cc1c(Cl)cccc1NC(=O)COC(=O)Cc1ccsc1	7.4%	-0.2%	4.2%
CC(C)C[C@H]1CNC(=S)N1CC1CCCN1C[C@H](Cc1ccccc1)N1C[C@H](Cc2ccccc2)N(CC2CCCCC2)C1=S (stereo not given in full)	?	/	?
C=CCN(c1ccccc1)S(=O)(=O)c1cccc(C(=O)N2CCCC2)c1	18.4µM*	3.9%	16.4µM*
CC1(C(=O)NS(=O)(=O)c2cccc(OC(F)F)c2)CCN1C(=O)c1ccccc1 (stereo not given)	-5.8%	/	-15.0%
Cc1cc(/C=C2\NC(=S)N(C)C2=O)ccc1N1CCCC1	?	10.8%	?
Cn1cccc1/C=N/N1CCN(c2ccccn2)CC1	-0.2%	1.2%	0.2%
CCN1CCC2(CC1)C(C#N)=C(N)Oc1c2sc2nc(C)cc(C)c12	?	3.1%	?
O=C(CC[C@H]1O[C@@H](n2cnc3c(NC(=O)c4ccccc4)ncnc32)[C@H](O)[C@@H]1O)NCc1nc2ccccc2[nH]1	3.8%	/	-3.3%
COc1cc(-c2c(-c3cccc(C)c3)oc3ccccc23)cc(OC)c1OC	-0.6%	/	-24.4%
COc1ccc(N2CCN(CCCNC(=O)C3COc4ccccc4C3)CC2)cc1 (stereo not given)	16.4µM*	6.5%	11.6µM*
COc1cccc(CNC(=O)Cn2c(=O)nc(-c3ccccc3F)c3cc(Cl)ccc32)c1	-13.1%	1.2%	-17.6%

No new results follow: an excerpt of the list.
SMILES	DT40 TDP1 no CPT	TDP1 inh	DT40 TDP1 CPT
CCOC(=O)c1c(S(=O)(=O)NCC(=O)NCc2cccc(C)c2)c(C)n(C)c1C	10.6%&-5.3%	0.8%&6.4%	6.4%&-8.2%
CC(C)N(C(=O)CSc1nc2c([nH]1)c(=O)n(C)c(=O)n2C)c1ccccc1	-17.6%	1.0%	?
Cc1c(Cl)cccc1NC(=O)COC(=O)Cc1ccsc1	7.4%	-0.2%	4.2%
CC(C)C[C@H]1CNC(=S)N1CC1CCCN1C[C@H](Cc1ccccc1)N1C[C@H](Cc2ccccc2)N(CC2CCCCC2)C1=S (stereo not given in full)	?	/	?
C=CCN(c1ccccc1)S(=O)(=O)c1cccc(C(=O)N2CCCC2)c1	18.4µM*	3.9%	16.4µM*
CC1(C(=O)NS(=O)(=O)c2cccc(OC(F)F)c2)CCN1C(=O)c1ccccc1 (stereo not given)	-5.8%	/	-15.0%
Cc1cc(/C=C2\NC(=S)N(C)C2=O)ccc1N1CCCC1	?	10.8%	?
